Gli-Sufu antag: blocks Gli-Sufu signaling in a luciferase reporter | hit rate 0.74% among 340,000 | inhibition, % at 5 µM | Sufu-KO-LIGHT fibroblasts, Gli luciferase reporter luminescence;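 active = inhibition above about 55%, limit read from the data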;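 note: 0% = DMSO-treated cells and 100% = wells with medium but no cells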
A3A deaminase: inhibitors of human APOBEC3A DNA deaminase | P31941 | recombinant A3A, FAM/TAMRA ssDNA deamination fluorescence | inhibition, % at 20 µM | hit rate 0.41% among 330,000;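 active = at least 40% inhibition at 20 µM here, with at most 30% in a related deaminase screen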;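 note: plate controls were A3A with DMSO for no effect and wells lacking A3A enzyme for full effect; some results filed as inactive read as strong as hits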
Target sequence (P31941 whole entry, looked up): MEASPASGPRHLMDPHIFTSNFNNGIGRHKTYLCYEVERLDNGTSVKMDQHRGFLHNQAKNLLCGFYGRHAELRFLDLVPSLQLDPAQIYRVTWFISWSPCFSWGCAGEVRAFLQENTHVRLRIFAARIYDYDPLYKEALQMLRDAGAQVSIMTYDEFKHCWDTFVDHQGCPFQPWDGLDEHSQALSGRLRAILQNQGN
A3G deaminase: APOBEC3G (human) deaminase inhibition | Q9HC16 | recombinant A3G, ssDNA deamination FAM/TAMRA fluorescence | inhibition, % at 20 µM | hit rate 0.28% among 330,000 | AID 493012;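 active = inhibition of at least 40% at 20 µM, with no more than 30% in the related APOBEC3A deaminase screen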;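 note: plate controls were DMSO wells with A3G for no effect and wells lacking A3G enzyme for full effect; some compounds called inactive have numbers as strong as hits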
CXCR6 block: CXCR6 (human) receptor inhibition; O00574; CHO-K1 PathHunter CXCR6 beta-arrestin, luminescence; inhibition, % at 20 µM; hit rate 0.36% among 360,000; AID 602244; in the data active = inhibition above about 34%, passing the limit was not always enough;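 note: antagonist mode with CXCL16 agonist at 10 nM final; 0% = 10 nM CXCL16 with DMSO and 100% = unstimulated wells without agonist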
Target sequence (O00574 whole entry, looked up): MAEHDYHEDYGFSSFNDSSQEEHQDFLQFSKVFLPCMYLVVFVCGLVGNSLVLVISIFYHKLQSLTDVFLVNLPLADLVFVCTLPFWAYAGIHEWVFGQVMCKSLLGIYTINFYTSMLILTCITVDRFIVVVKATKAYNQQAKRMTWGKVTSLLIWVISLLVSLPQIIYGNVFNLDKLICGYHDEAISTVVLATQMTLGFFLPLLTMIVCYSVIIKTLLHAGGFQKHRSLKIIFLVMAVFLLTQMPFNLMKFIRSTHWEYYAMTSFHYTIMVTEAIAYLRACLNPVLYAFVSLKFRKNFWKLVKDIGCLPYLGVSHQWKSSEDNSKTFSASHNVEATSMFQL
EBI2 antag: blocks human EBI2 receptor beta-arrestin signaling; P32249; EBI2 beta-arrestin recruitment, luminescence, 7a,25-OHC stimulated; inhibition, % at 5 µM; hit rate 0.81% among 360,000; in the data active = inhibition above about 38%;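 note: enzyme fragment complementation signal reports receptor beta-arrestin coupling in cells; 0% = agonist plus DMSO wells and 100% = wells without agonist; some results beyond the cut were filed as inactive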
NR3A LBD binder: modulates the human NR3A ligand-binding domain. hit rate 2.5% among 340,000. AID 1259313. NR3A LBD differential scanning fluorimetry, Tm shift; 0% = protein alone, 100% = glycine-bound protein. Tm shift relative to glycine control, % at 25 µM;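 active = melting temperature shift of at least 10% of the positive control shift, at one fixed dose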
MPTP block: blocks calcium-induced mitochondrial swelling; isolated mouse mitochondria, Ca2+ swelling absorbance, 30 min; inhibition, % at 10 µM; hit rate 1.4% among 360,000; AID 602449;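 active = inhibition of 50% or more, scaled per plate between neutral and stimulator controls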;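 note: 0% = DMSO wells given calcium and 100% = 1 mM EGTA wells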
CCR6 antag: blocks CCL20-driven beta-arrestin recruitment at human CCR6 | hit rate 0.49% among 340,000 | AID 493098 | inhibition, % at 20 µM | CHO-K1 CCR6 PathHunter beta-arrestin, luminescence, CCL20-stimulated | P51684;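 active = compounds whose inhibition of the agonist-driven luminescence signal at 20 µM reaches about 50%, limit read from the data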;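 note: cells stimulated with CCL20 at 14 nM final; plate controls were DMSO with CCL20 for no effect and DMSO without agonist for full effect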
Target sequence (P51684 whole entry, looked up): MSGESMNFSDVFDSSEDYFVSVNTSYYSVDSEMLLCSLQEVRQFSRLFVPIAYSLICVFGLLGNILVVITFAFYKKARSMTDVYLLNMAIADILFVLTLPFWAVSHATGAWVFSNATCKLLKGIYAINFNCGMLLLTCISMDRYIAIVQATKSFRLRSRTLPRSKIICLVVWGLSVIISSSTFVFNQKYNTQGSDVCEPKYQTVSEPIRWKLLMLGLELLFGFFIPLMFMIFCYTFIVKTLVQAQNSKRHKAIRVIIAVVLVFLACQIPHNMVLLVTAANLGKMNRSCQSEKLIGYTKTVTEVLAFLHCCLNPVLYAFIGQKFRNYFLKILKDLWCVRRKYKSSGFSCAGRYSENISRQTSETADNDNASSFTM
The depositor's hits bear a star; nt = not tested or not shown.

SMILES	Gli-Sufu antag	A3A deaminase	A3G deaminase	CXCR6 block	EBI2 antag	NR3A LBD binder	MPTP block	CCR6 antag
Cc1ccc(C2=NS(=O)(=O)N(C)C(C(=O)NC(C)c3ccccc3)=C2)cc1 (centres undefined)	-8	-1	0	4	40*	2	-1.8	20
CCN(CC)c1ncccc1C(=O)NCc1cccs1	9	-1	-6	5	-3	-3	-0.9	8
O=C(CSc1nc2ccccc2c(=O)n1-c1ccccc1)c1c[nH]c2ccccc12	-7	-2	-6	-2	19	18*	29	9
CCCc1cc(C(=O)N2CCCC(N3CCN(c4ccc(F)cc4)CC3)C2)no1 (centres undefined)	14	-11	-8	5	-7	1	-1.1	3
O=C(NCCCN1CCCC1=O)c1ccc2c(=O)n(Cc3ccco3)c(=S)[nH]c2c1	-2	1	-3	9	5	7	-3.9	29
CCCN=C1N/C(=C\c2ccco2)C(=O)N1c1ccccc1	10	-16	0	8	14	1	-0.5	-5
COc1ccc(N2C(=NC(=O)C3CCCCC3)SC3CS(=O)(=O)CC32)cc1Cl (centres undefined)	-5	-4	-6	2	5	2	-1.6	0
O=C(OCCCN=C1NS(=O)(=O)c2ccccc21)c1ccc([N+](=O)[O-])cc1	3	-3	-4	-8	-18	5	0.0	-5
COC(=O)c1[nH]c2ccc(Cl)cc2c1NC(=O)c1ccccc1[N+](=O)[O-]	1	-1	-6	0	14	-4	0.2	17
Cc1ccnc(SCC(=O)Nc2c(C)n(C)n(-c3ccccc3)c2=O)n1	6	5	-1	-15	0	-2	0.5	-6
CCC(C)OC(=O)C1=C(C)NC(=O)CC1c1ccccc1OC (centres undefined)	-4	-3	-6	2	11	-2	-0.4	7
Cc1ccc2c(C)c(C(=O)N3CCCCC3CO)oc2c1C (centres undefined)	-30	0	0	3	5	-3	0.0	3
O=NC1=C(c2c(O)[nH]c3ccccc23)CCCC1	-1	-3	-4	2	-4	-1	-0.3	-17
CCOc1cc(C2C3=C(CC(C)(C)CC3=O)N(CCOC)C3=C2C(=O)CC(C)(C)C3)ccc1OC	4	49*	7	-4	2	-1	0.6	-1
O=C(NN=C1CCCCCC1)C(=O)Nc1cccc(Br)c1	-31	-3	-1	-4	3	0	-2.0	10
COc1cccc(-n2c(N)cc(=O)nc2SCC(=O)Nc2cc(C)on2)c1	-10	0	-2	-3	-1	2	-1.8	5
CSc1ccccc1C(=O)NCCSc1ccc(C)cc1	6	-3	-7	-2	6	1	1.1	13
CCOc1ccc(N2C(=O)C3C(c4ccc(OC)cc4OC)NC(CCSC)(C(=O)OC)C3C2=O)cc1 (centres undefined)	-3	-1	-5	0	0	1	-0.2	-1
O=C(Nc1ccc(C(=O)NCc2ccccc2Cl)cc1)C1=CSCCO1	13	0	-1	-2	2	3	1.2	18
CCOCC(=O)N1CCN(c2ccc([N+](=O)[O-])cc2)CC1	1	-7	-10	-3	-10	1	0.3	6
O=C(NCc1ccccc1Cl)c1ccc2ccccc2n1	29	-1	-7	-6	5	2	-1.7	20
CN(C)S(=O)(=O)c1ccccc1N=C=S	-4	0	-5	1	-3	0	0.5	10
COc1ccc(OC)c(CNC(=O)CCS(=O)(=O)c2ccc3c(c2)oc(=O)n3C)c1	5	0	-4	-2	0	2	-1.4	11
N=c1n(Cc2ccccc2)c2ccccc2n1CC(O)COc1ccccc1 (centres undefined)	42	3	-5	-5	10	-3	0.9	20
COC(=O)c1c(C)cc(O)cc1O	-3	-5	-7	-4	0	1	-3.1	-1

Structural class: the compounds so far with a furan ring, fused or not (3)
SMILES	Gli-Sufu antag	A3A deaminase	A3G deaminase	CXCR6 block	EBI2 antag	NR3A LBD binder	MPTP block	CCR6 antag
O=C(NCCCN1CCCC1=O)c1ccc2c(=O)n(Cc3ccco3)c(=S)[nH]c2c1	-2	1	-3	9	5	7	-3.9	29
CCCN=C1N/C(=C\c2ccco2)C(=O)N1c1ccccc1	10	-16	0	8	14	1	-0.5	-5
Cc1ccc2c(C)c(C(=O)N3CCCCC3CO)oc2c1C (centres undefined)	-30	0	0	3	5	-3	0.0	3

The main list resumes; the 3 compounds before the break are reprinted first.
SMILES	Gli-Sufu antag	A3A deaminase	A3G deaminase	CXCR6 block	EBI2 antag	NR3A LBD binder	MPTP block	CCR6 antag
COc1ccc(OC)c(CNC(=O)CCS(=O)(=O)c2ccc3c(c2)oc(=O)n3C)c1	5	0	-4	-2	0	2	-1.4	11
N=c1n(Cc2ccccc2)c2ccccc2n1CC(O)COc1ccccc1 (centres undefined)	42	3	-5	-5	10	-3	0.9	20
COC(=O)c1c(C)cc(O)cc1O	-3	-5	-7	-4	0	1	-3.1	-1
Cc1ccc(-c2csc(NC(=O)/C=C/c3cccs3)n2)cc1C	-9	1	0	0	10	19*	-0.5	7
COC(=O)c1c(S(=O)(=O)N2CCOCC2)c(C)n(C)c1C	-7	-2	-6	-7	0	-1	-1.1	-5
COc1cccc(CNC(=O)C(=O)N2CCC3(CC2)OCCN3S(=O)(=O)c2ccc(C)cc2)c1	6	1	-7	10	5	2	-1.3	3
CC(=O)NCCC(=O)Nc1nc(-c2ccccc2Cl)cs1	-17	2	-1	4	-8	-1	-4.0	8
COC(=O)C1(C)NC(c2ccc(F)cc2)C2C(=O)N(c3ccccc3)C(=O)C21 (centres undefined)	-9	-4	-3	-3	2	-1	0.0	12
CCN(CC(=O)Nc1ccc(NC(C)=O)cc1)CC(=O)Nc1cccc(Cl)c1	-8	1	-4	-10	-6	-7	0.5	21
CC1CCCN(S(=O)(=O)c2ccc(C(=O)Nc3nnc(-c4ccccn4)o3)cc2)C1 (centres undefined)	-13	0	-1	0	-5	-2	-0.7	2
Cc1nn(-c2ccccc2)c2c1c(C)c(CCC(=O)NCC1CCCO1)c(=O)n2C (centres undefined)	5	3	3	-2	6	-5	1.8	19
C/C(=N\NC(=O)c1cc(-c2ccco2)nc2ccccc12)c1cccnc1	0	1	-6	2	2	1	1.0	-3
CCC(=O)NC(=S)Nc1ccc(NC(=O)c2ccc(Br)o2)cc1	-12	0	-8	-3	1	0	15	9
Cc1ccc(N=Nc2c(=O)[nH]n3c(=O)cc(C)[nH]c23)cc1	0	4	0	17	0	4	-0.1	27
CCOC(=O)c1ccc(N=Cc2nc(-c3ccccc3)oc2OC(C)=O)cc1	4	-2	-3	20	-17	1	0.6	50*
Cc1ccc(C(=O)N(CC(=O)NC2CCCC2)c2cccc(F)c2)s1	-7	-4	-11	2	-10	1	-0.7	7
CCn1cc(Br)c(C(=O)Nc2cccc(Cl)c2)n1	37	-3	-9	7	2	-40	0.0	8
Cc1nn2cnnc2c(C)c1Cc1c(F)cccc1Cl	-6	4	-4	9	14	0	-0.2	10
O=C(COC(=O)c1ccco1)NCc1cccs1	12	-10	-3	-8	-9	0	-11	1
COC(=O)C1=C(C)N(c2ccc(C)cc2)/C(=C/c2ccc(O)cc2)C1=O	3	3	4	15	1	0	4.7	12
CCOc1cc(CNC2CCCC2)c(Cl)cc1OCC(=O)Nc1ccccc1	44	9	2	-1	8	-1	0.7	25
Cc1cc(C(=O)CCl)c(C)n1CCc1ccc(Cl)cc1	9	-4	-10	-13	3	1	0.7	-6
Cc1nc2ccc(NC(=O)Cc3cccc(F)c3)cc2s1	-24	0	-2	-2	-6	0	1.4	12
O=C(CN1CCN(S(=O)(=O)c2ccc(Br)cc2)CC1)Nc1ccc2c(c1)OCCO2	-4	-3	-4	5	2	0	-0.5	5
CC(=O)Nc1cccc(C(=O)OCC(=O)NC(=O)Cc2ccccc2)c1	-7	-5	-6	-12	-3	2	0.8	11
COCCNC(=O)Cn1ncc2ccsc2c1=O	0	1	0	-9	2	-2	-0.8	2
COc1ccc(CN2[C@@H](CC(C)=O)c3cc(C(F)(F)F)ccc3S2(=O)=O)cc1	23	3	0	-5	-5	-1	0.2	13
CC(C)N(Cc1ccccc1)C(=O)CCc1ccccc1	-18	3	1	3	2	-1	-1.0	3
Other structures follow:
SMILES	Gli-Sufu antag	A3A deaminase	A3G deaminase	CXCR6 block	EBI2 antag	NR3A LBD binder	MPTP block	CCR6 antag
c1ccc2c(c1)CN1CCCC1=N2	14	0	1	-2	-19	0	-0.3	1
Cc1ccc(NC2CC(C)NC(=S)N2)cc1 (centres undefined)	-1	0	-4	-5	8	0	1.7	3
COc1cc(CC(=O)OCC(=O)Nc2cc([N+](=O)[O-])ccc2F)cc(OC)c1OC	-12	-2	-6	-4	-1	0	1.9	3
CC1Cc2cc(S(=O)(=O)NCc3ccccc3)ccc2N1C(=O)C1CCC1 (centres undefined)	-19	-4	-3	-6	-4	0	72*	19
CCC(=O)N1c2ccc(S(=O)(=O)NCCc3ccc(OC)c(OC)c3)cc2CC1C (centres undefined)	37	-2	-1	-6	-3	-1	-0.6	10
CCSc1nnc(NC(=O)CSc2nc3c(c(=O)n2CC)SC(C)C3)s1 (centres undefined)	18	-2	-2	-2	-2	5	3.9	-15
CCN(CC)CCN(C(=O)c1ccc(S(=O)(=O)N2CCOCC2)cc1)c1nc2cc3c(cc2s1)OCCO3	0	0	-3	7	-3	1	-1.5	-2
O=c1cc(COc2ccccc2[N+](=O)[O-])nc2sccn12	4	6	-1	nt	nt	0	nt	12
CN(CC(=O)Nc1cccc(F)c1)CC(=O)Nc1ccccc1[N+](=O)[O-]	nt	0	-11	-8	-1	0	78*	3
Cc1cc(C(=O)OC(C)C(=O)NC2CCCCC2)c(C)o1 (centres undefined)	5	-1	-3	3	1	-3	0.1	8
COc1ccc(CNCc2ccc3c(c2)OCO3)c(OC)c1OC	-19	-6	-5	17	4	1	0.3	-4
COc1cc(C)ccc1OCc1cc(C(=O)N2CCN(C)C[C@@H]2c2ccccc2)no1	-13	-1	4	-5	3	-13	-1.9	10
COCCN(Cc1ccccc1)C(=O)c1cccc(S(=O)(=O)N2CCN(c3ccc(F)cc3)CC2)c1	10	-1	-6	-8	9	-1	-0.9	10
Cc1cccc(C(=O)NCCNC(=O)c2ccco2)c1	-5	-4	-11	-3	-3	0	0.3	-2
COc1ccc(C(=O)N2CCCC(Nc3ccc(C)c(C)c3)C2)c(OC)n1 (centres undefined)	-9	-3	-9	4	0	32*	0.3	3
NS(=O)(=O)c1ccc(NC(=O)c2cccc3ccccc23)cc1	-2	0	-4	-4	-9	-3	-0.5	9
CC(=O)OC1COC(n2c(O)c(N=NC(N)=S)c3ccccc32)C(OC(C)=O)C1OC(C)=O (centres undefined)	5	-7	-3	12	1	1	2.7	8
Cc1ccc(C)c(C(=O)COc2ncnc3ccccc23)c1	-15	2	-11	6	5	1	-1.5	2
CSCCC(NS(=O)(=O)/C=C/c1ccccc1)C(=O)N1CCC(C)CC1 (centres undefined)	-7	-1	-3	1	-7	-1	-4.0	-8
O=[N+]([O-])c1cc([N+](=O)[O-])c(Oc2ccc(F)cc2)cc1NN1CCCCC1	-2	-4	-5	-10	14	-5	1.3	13
Cc1ccc(C(=O)O)cc1NS(=O)(=O)c1ccc2ccccc2c1	11	-7	-10	5	-8	-1	-0.1	11
COC(=O)CSc1ccc(S(=O)(=O)N2CCOCC2)cc1[N+](=O)[O-]	-2	1	-1	-12	-12	0	0.8	-3
O=C(NC(=S)Nc1cccc(-c2ccc(CO)o2)c1)c1cccs1	-21	1	-5	10	5	-18	-1.3	20
Cc1c(NC(=S)N/N=C/c2ccc(O)cc2)c(=O)n(-c2ccccc2)n1C	1	0	-4	3	2	1	-1.0	1
Cc1cc(-c2ccc(NS(=O)(=O)c3ccccc3)c(C)c2)ccc1NS(=O)(=O)c1ccccc1	3	nt	nt	9	4	-12	-2.4	6
COc1ccc(C(=O)Nc2nc3ccc4nc(C)sc4c3s2)cc1	-7	1	1	-7	-4	-1	-1.8	-8
COc1cccc(-c2nc(N3CCC(C)CC3)c3ccccc3n2)c1O	-11	4	-2	2	-18	1	-0.6	-22
Cc1ccc(-c2nc(CS(=O)CC(=O)N3CCN(c4ccc(F)cc4)CC3)c(C)o2)cc1 (centres undefined)	5	-7	-9	1	5	2	0.4	11
Cc1ccc(-c2noc(C3CCCN(S(=O)(=O)c4ccc5ccccc5c4)C3)n2)o1 (centres undefined)	7	-2	-3	10	5	3	-2.0	18
CCOC(=O)c1cnc(Nc2ccccc2)nc1C(F)(F)F	9	-2	-7	-5	11	5	3.4	8
